bovine MsrA act: bovine MsrA enzyme activators, primary screen, biochemical, absorbance, HTS. Methionine sulfoxide reductase A (Bos taurus). purified bovine MsrA, absorbance read-out. activation, % at 10.6 µM. 360,000 tested, 0.3% active. AID 602163, 2012; in the data active means activation above about 7.5%;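 further: 0% = vehicle and 100% = reference activator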
eLon inh: inhibitors of E. coli Lon protease, primary screen, biochemical, fluorescence polarization; purified E. coli Lon protease; 360,000 tested, 0.42% active; inhibition, % at 7.94 µM; P0A9M0; in the data active means inhibition above about 13%, passing the limit was not always enough;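 further: 0% = enzyme with probe and DMSO and 100% = no enzyme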
TbMetRS inhib: T. brucei MetRS inhibitors, primary screen, biochemical, luminescence; purified T. brucei MetRS, ATP depletion, Kinase-Glo luminescence; inhibition, % at 11.9 µM; 360,000 tested, 0.4% active; AID 624268, 2012;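 active means inhibition above a per-plate cutoff of the control wells' mean inhibition plus 3 SD, cut at about 5.5% in these data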;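 further: 0% = DMSO wells median and 100% = median of wells with control inhibitor compound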
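Material – parasite MetRS enzyme · Medium – HEPES-MgCl2-KCl buffer plus DTT, spermine, BSA, pyrophosphatase · Reagent – ATP, methionine and E. coli bulk tRNA substrates · Times – 15 min enzyme-compound preincubation, 2 h reaction, 10 min detection, 25 °C · Measured by – luminescence of leftover ATP · Evaluation – percent inhibition relative to median high and low control wells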
SUMO1 PPI mod: modulators of SUMO1 protein-protein interactions, primary screen, biochemical, uHTS. Small ubiquitin-related modifier 1 (Homo sapiens), P63165. SUMO1 binding to a labelled peptide, TR-FRET, 1 h. inhibition, % at 20 µM. 360,000 tested, 0.33% active. AID 602429, 2012; in the data active means inhibition above about 37%
Scp-1 inhibitor: Scp-1 phosphatase inhibitors, primary screen, biochemical, colorimetric, uHTS | 340,000 tested, 0.88% active | Recombinant Scp1, phosphopeptide, malachite green phosphate absorbance | Carboxy-terminal domain RNA polymerase II polypeptide A small phosphatase 1 (Homo … | AID 493091, 2011 | inhibition, % at 20 µM;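 active means inhibition above about 50% at 20 µM, limit read from the data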;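 further: plate controls were DMSO wells with enzyme for no effect and wells lacking enzyme for full effect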
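Test system: SCP-1 phosphatase catalytic domain, residues 76-261; measured by: colorimetric phosphate reagent with accelerator and stabiliser, absorbance at 630 nm; timing: enzyme reaction 45 min at room temperature, colour 5 min, stabilisation 30 min; also added: Phosphorylated 17-residue peptide substrate; compound dosing: one concentration, 20 µM, with 1.0% DMSO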
DNMT1 inh: human DNMT1 methyltransferase inhibitors, primary screen, biochemical, molecular beacon, fluorescence, HinP1I cleavage, uHTS. 360,000 tested, 0.83% active. DNA (cytosine-5)-methyltransferase 1 (Homo sapiens), P26358. AID 588458, 2011. inhibition (reported as % activation of signal), % at 10 µM; in the data active means inhibition above about 50%
Target sequence (P26358 504-1616 limits assumed): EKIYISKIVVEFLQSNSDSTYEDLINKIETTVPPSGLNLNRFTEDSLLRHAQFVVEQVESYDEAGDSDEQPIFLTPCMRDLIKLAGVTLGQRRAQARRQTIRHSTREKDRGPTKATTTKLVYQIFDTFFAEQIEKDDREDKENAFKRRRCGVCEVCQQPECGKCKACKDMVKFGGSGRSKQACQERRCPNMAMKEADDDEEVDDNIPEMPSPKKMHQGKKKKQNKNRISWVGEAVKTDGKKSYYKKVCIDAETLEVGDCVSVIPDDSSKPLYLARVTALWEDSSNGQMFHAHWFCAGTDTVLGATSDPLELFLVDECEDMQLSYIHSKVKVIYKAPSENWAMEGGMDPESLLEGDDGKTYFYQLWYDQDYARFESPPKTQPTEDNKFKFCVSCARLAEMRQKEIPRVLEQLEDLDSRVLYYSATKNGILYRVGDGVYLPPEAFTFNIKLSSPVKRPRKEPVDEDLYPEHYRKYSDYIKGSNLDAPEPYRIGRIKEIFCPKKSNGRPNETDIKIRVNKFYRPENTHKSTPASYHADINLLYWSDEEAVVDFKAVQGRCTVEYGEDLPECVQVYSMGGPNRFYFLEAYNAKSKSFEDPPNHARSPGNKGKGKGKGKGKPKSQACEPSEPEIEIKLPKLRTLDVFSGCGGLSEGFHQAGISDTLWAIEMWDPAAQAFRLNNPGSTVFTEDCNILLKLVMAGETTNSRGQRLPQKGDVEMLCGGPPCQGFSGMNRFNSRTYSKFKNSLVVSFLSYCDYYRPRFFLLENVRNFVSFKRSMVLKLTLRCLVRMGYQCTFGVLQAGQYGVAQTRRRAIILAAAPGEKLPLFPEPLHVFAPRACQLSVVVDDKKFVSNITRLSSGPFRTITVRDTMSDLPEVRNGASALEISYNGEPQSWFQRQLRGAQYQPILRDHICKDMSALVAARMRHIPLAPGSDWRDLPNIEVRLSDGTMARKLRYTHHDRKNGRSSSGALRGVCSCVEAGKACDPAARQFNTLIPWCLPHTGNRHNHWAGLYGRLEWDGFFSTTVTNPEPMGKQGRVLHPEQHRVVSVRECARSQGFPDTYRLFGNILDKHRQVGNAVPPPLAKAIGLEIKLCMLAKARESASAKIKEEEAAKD
MsrA inh: bovine MsrA enzyme inhibitors, primary screen, biochemical, absorbance, HTS; purified bovine MsrA, absorbance read-out; inhibition, % at 15.5 µM; 360,000 tested, 0.75% active; in the data active means inhibition above about 4.5%;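 further: 0% = vehicle wells with enzyme and 100% = reference inhibitor wells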
CendR NRP1 mod: modulators of CendR peptide binding to NRP-1, primary screen, biochemical, fluorescence polarization, uHTS; AID 602438, 2012; 360,000 tested, 0.85% active; inhibition, % at 25 µM; FAM-RPARPAR peptide binding to NRP-1; Neuropilin-1 (Homo sapiens), O14786;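 active means inhibition or corrected inhibition above about 18%, plus a signal ratio from 0.5 to 1.5, limit read from the data, passing the limit was not always enough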; further: strong numbers were not always called active
STEP inh: STEP phosphatase inhibitors, primary screen, biochemical, fluorescence intensity, uHTS | inhibition, % at 20 µM | 360,000 tested, 0.25% active | recombinant STEP, OMFP fluorogenic substrate | Tyrosine-protein phosphatase non-receptor type 5 (Homo sapiens), P54829;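 active means inhibition at 20 µM, scaled per plate between control wells, above about 37%, limit read from the data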;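 further: 0% = DMSO with enzyme and substrate and 100% = substrate only without enzyme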
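Assay system: isolated STEP enzyme / Timing: 20 min at room temperature, dark / Doses: 20 µM, 1% DMSO / Technique: fluorescence intensity, excitation 480 nm, emission 540 nm / Reagent: fluorogenic phosphatase substrate OMFP at 25 µM final / Measure: percent inhibition scaled to no-enzyme and uninhibited-enzyme controls, plate-pattern corrected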
LMPTP inh: LMPTP phosphatase inhibitors, primary screen, biochemical, fluorescence intensity, uHTS; recombinant LMPTP-A, OMFP fluorogenic substrate; inhibition, % at 20 µM; 360,000 tested, 0.22% active;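 active means compounds that cut the enzyme signal by at least half of the control window in the single-dose screen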;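 further: plate controls were DMSO wells with enzyme plus substrate for no effect and substrate without enzyme for full effect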
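Test system: LMPTP-A phosphatase enzyme; input: 0.625 nM LMPTP-A final; reagent: OMFP substrate, 400 µM final; compound dosing: 20 µM single dose, 3% DMSO; incubation: 50 min dark incubation at room temperature; measured by: endpoint fluorescence intensity from OMFP dephosphorylation; measure: % inhibition relative to no-enzyme and uninhibited control wells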
Active calls of the source: *; x = no result given.

bovine MsrA act,eLon inh,TbMetRS inhib,SUMO1 PPI mod,Scp-1 inhibitor,DNMT1 inh,MsrA inh,CendR NRP1 mod,STEP inh,LMPTP inh,mol
2.9,1.5,1.5,-0.3,-2.2,-1.1,-0.7,11.9,2.3,-0.7,Cc1ccc(NC(=O)CSc2nnc(CSc3nc(C)cc(C)n3)n2Cc2ccco2)c(C)c1
-1.1,-3.6,0.1,1.6,-5.0,3.5,-0.4,2.7,-1.9,-1.2,CCS(=O)(=O)n1nc(-c2ccccc2)nc1N
-1.4,-2.5,-0.3,2.9,4.1,-4.4,-0.4,3.3,-2.8,-2.2,CC(C)C[C@H](NC(=O)N1CC(=O)Nc2ccccc21)C(=O)N[C@H](C(=O)O)c1ccccc1
-2.8,-64.0,-0.1,4.9,-2.2,-6.7,0.7,-137.0,-0.8,1.3,COc1cc2cc(/C=C/C(=O)c3ccco3)c(Cl)nc2cc1OC
-4.3,-9.0,-0.2,-2.1,-6.8,-4.3,-0.9,-1.1,-3.0,0.6,COC(=O)c1ccc(CNC(=O)COC(=O)CCC(=O)c2ccc(F)cc2)cc1
3.0,8.3,-0.1,0.2,-8.9,-2.5,-1.2,5.9,0.6,2.3,CC(=O)OCc1c(C(F)(F)F)nn(C)c1SCc1ccc(Cl)cc1
2.2,-17.3,-0.6,1.6,-17.6,-0.3,-0.2,-3.3,-3.4,1.7,O=C(COC(=O)c1ccccc1NC(=O)c1ccco1)NCCC1=CCCCC1
-2.6,-2.5,-0.2,-25.8,-12.4,0.8,-0.9,3.0,-1.8,-1.6,CC(Cc1ccccc1)=NNS(=O)(=O)c1ccc([N+](=O)[O-])cc1
-1.4,-9.8,-0.6,-4.5,-4.7,0.2,3.1,-24.5,0.5,-0.1,COc1ccccc1OCC(=O)/C=C1/N(C)c2ccccc2C1(C)C
-5.5,-82.3,-0.9,-9.6,0.8,1.0,1.5,-162.3,-14.9,-0.4,Cc1ccc(/C=C2/NC(=O)N(Cc3ccccc3)C2=O)s1

By substructure: the entries above containing fluorine.
bovine MsrA act,eLon inh,TbMetRS inhib,SUMO1 PPI mod,Scp-1 inhibitor,DNMT1 inh,MsrA inh,CendR NRP1 mod,STEP inh,LMPTP inh,mol
-4.3,-9.0,-0.2,-2.1,-6.8,-4.3,-0.9,-1.1,-3.0,0.6,COC(=O)c1ccc(CNC(=O)COC(=O)CCC(=O)c2ccc(F)cc2)cc1
3.0,8.3,-0.1,0.2,-8.9,-2.5,-1.2,5.9,0.6,2.3,CC(=O)OCc1c(C(F)(F)F)nn(C)c1SCc1ccc(Cl)cc1

The results go on.
bovine MsrA act,eLon inh,TbMetRS inhib,SUMO1 PPI mod,Scp-1 inhibitor,DNMT1 inh,MsrA inh,CendR NRP1 mod,STEP inh,LMPTP inh,mol
-4.4,15.5,1.0,-5.5,-7.7,-0.4,3.4,-13.9,1.2,37.0,Oc1ccc(/C=N/Nc2ccc(Cl)nn2)c(O)c1O
-4.3,-3.1,-0.4,-1.6,-4.8,2.4,0.2,-9.4,-2.4,-1.4,COCCNC(=O)C(=O)NCC1OCCN1C(=O)c1ccc(Cl)cc1 (centres undefined)
-4.2,0.8,-0.5,-0.1,-0.8,3.5,0.1,-10.7,1.4,-1.0,CCOC(=O)C1(Cc2ccc(Cl)cc2)CCN(Cc2nccn2CC)CC1
-3.6,-5.4,-0.2,-3.3,-3.5,0.1,-0.7,14.7,-2.1,-0.8,COc1ccccc1NC(=O)N1CCCC1C(=O)NCc1ccccc1Cl (centres undefined)
-4.7,-4.9,-0.6,-0.2,-8.6,-0.8,0.5,-1.5,-4.1,-1.0,COc1cccc(C(=O)c2c[nH]c(C(=O)NCCCN(C)C)c2)c1
-1.9,-1.2,0.0,-6.9,7.8,-4.2,1.6,-2.6,2.3,49.1,Clc1ccc(N=c2ssnc2Cl)cc1
-1.5,2.0,0.4,1.2,-14.2,-2.2,2.7,2.1,-1.0,-0.5,COc1cc(NS(=O)(=O)c2ccc(NC(=O)/C=C/c3ccc([N+](=O)[O-])cc3)cc2)ncn1
-4.6,-4.1,-0.3,1.5,2.6,5.1,-1.1,-8.1,-1.4,-1.7,O=C(COC(=O)Cc1cccs1)Nc1ccc(F)c(F)c1F
-2.9,-3.2,1.0,-0.8,-3.6,-0.4,0.1,8.5,-1.9,1.8,O=C(Nc1ccc(Br)cc1)c1cc(S(=O)(=O)Nc2ccccn2)ccc1Cl
-0.7,-0.8,6.4*,-10.7,-3.9,-1.6,0.7,-1.3,-1.0,1.0,O=C(NCCc1nc2ccccc2[nH]1)/C(=C/c1ccc2c(c1)OCO2)NC(=O)c1ccccc1
1.6,-6.7,-0.2,-7.1,-5.0,-3.3,-0.3,10.7,-0.3,0.5,COc1ccc(CCCC(=O)NCC(=O)N/N=C/c2cc(Cl)ccc2OC)cc1
-3.7,-10.8,-0.3,-0.8,-4.2,-6.1,1.1,-7.5,2.9,2.0,O=C(NC(=S)Nc1ccc(N2CCCC2)cc1)c1ccc(F)cc1
-3.9,-4.2,-0.4,-1.7,-3.8,0.7,0.5,-14.8,-0.2,-0.4,O=S(=O)(NC1=NCCC1)c1cccs1
-3.8,3.0,-0.3,-12.7,6.2,-1.9,0.8,10.1,-3.1,1.2,NC(=O)c1nsc(C(=O)N(c2ccc(Cl)cc2)C(C(=O)NCC2CCCO2)c2cccs2)c1N (centres undefined)
-1.4,4.5,0.0,5.0,x,-0.7,-0.7,4.4,-4.3,-1.7,COc1ccc(Cl)cc1Nc1cc(C)nc2ncnn12
-3.7,-7.5,0.1,13.4,-3.8,4.5,0.5,10.6,2.7,-0.9,CCOc1ccc(S(=O)(=O)NCc2ccccn2)cc1NC(=O)c1ccccc1F
-2.6,-2.5,-0.1,-4.8,-7.4,2.0,1.5,7.4,-0.9,-1.0,Cc1cc(OCC(=O)N2CCOCC2)ccc1[N+](=O)[O-]
-3.7,-2.8,-0.9,-1.0,-1.6,1.4,-0.8,-0.6,-0.4,0.3,Cc1cccc(-n2ncc3c(NCCCn4ccnc4)ncnc32)c1
-2.0,-1.0,0.4,-2.3,-12.6,-2.3,2.5,2.2,0.2,0.1,Cc1cc([N+](=O)[O-])nn1CC(=O)Nc1ccc(Cl)cn1
-1.0,-1.2,0.0,3.9,-6.8,1.5,-0.3,2.9,5.7,-0.9,C[C@]12CC[C@H](O)CC1=CCC1C2CC[C@@]2(C)C1CC[C@@H]2NC(=O)CCC(=O)O (some centres undefined)
-2.5,-3.5,3.6,-1.6,-1.9,-1.7,x,-8.2,2.5,5.0,O=C(C1=C[C@@H](c2ccc(Br)cc2)C[C@@H](OCc2ccc(CO)cc2)O1)N1CCN(Cc2ccc3c(c2)OCO3)CC1
-4.3,5.0,-1.3,-2.5,-5.2,1.7,-0.1,-6.9,-2.1,-0.6,CCN(c1ccccc1)P(=O)(Nc1ccccc1)Nc1ccccc1
-7.1,-11.3,0.1,-22.1,-2.3,2.3,2.4,0.6,-1.3,-0.2,NC(=O)c1c(N)sc(=S)n1-c1ccccc1
-1.6,6.4,-0.9,1.9,0.1,-3.4,0.2,4.1,-1.3,-0.2,CC(=O)Nc1ccc(S(=O)(=O)NCc2ccc(C)n2C)cc1
-4.7,-4.9,1.4,-2.5,-4.0,-4.6,0.7,3.8,-0.5,-2.0,CCOc1cccc(-c2c(C(=O)N/N=C(\C)c3cccnc3)nnn2-c2nonc2N)c1
-13.2,-3.4,-1.8,-3.7,-4.8,2.6,-0.2,6.4,0.4,-1.4,O=C(Nc1ccc2c(c1)OCO2)C1CCCN(S(=O)(=O)Cc2ccccc2)C1 (centres undefined)
-6.1,-6.0,-0.5,0.5,-4.5,5.5,0.1,-8.3,1.0,-0.8,CC(=O)N1CCN(c2ccc(NC(=O)c3ccc(Cl)cc3)cc2)CC1
4.0,-3.7,0.1,-13.4,-10.9,-4.2,-1.2,5.6,4.4,5.2,CCN1C(=O)/C(=C\N2CCCc3ccccc32)SC1=S
0.8,2.3,-1.0,-1.8,-1.1,4.1,0.5,-8.6,0.1,-1.4,C=CC(C)n1c(Br)nc2c1c(=O)[nH]c(=O)n2C (centres undefined)
-12.1,6.8,-0.2,1.1,-6.3,-0.3,0.5,-29.9,0.4,-0.2,Cc1ccccc1C#N
4.9,12.6,6.0*,1.9,-10.5,0.1,-1.1,-2.8,-0.2,1.6,Fc1ccccc1NC(=S)NCCc1cccc(Cl)c1
-4.0,10.5,-0.6,12.1,-12.4,0.1,-0.4,-2.4,-0.2,2.0,COc1ccc(NC(=O)CN(c2ccc(F)cc2)S(=O)(=O)c2ccccc2)c(OC)c1
-5.6,-0.9,-0.6,-5.3,-3.1,5.3,-1.6,-3.5,-2.7,0.2,O=C(COc1ccc2ccccc2c1)N1CCCC1
1.3,-2.1,11.9*,-0.5,-9.7,0.0,-1.0,3.7,0.0,0.5,NS(=O)(=O)c1cccc(NC(=O)Cc2ccc(Cl)c(Cl)c2)c1
-2.0,-5.2,-0.4,1.6,-2.9,3.3,1.2,-2.0,-13.5,-2.7,COc1ccc(CCN(CC(=O)NC2CCCC2)C(=O)CCC(=O)Nc2cc(C)on2)cc1OC
-2.7,-10.3,-0.6,-4.3,3.1,5.7,-0.4,-0.7,-1.9,0.4,Cc1ccc(CCNC(=O)C2CCCN(c3nc4ccccc4o3)C2)cc1 (centres undefined)
-1.5,-10.8,0.1,0.3,-4.8,3.7,0.3,16.7,1.8,2.4,COc1ccc(-c2nnc3sc(CN4C(=O)c5ccccc5C4=O)nn23)cc1
-11.8,2.0,-0.3,-13.4,-10.4,3.4,2.6,-2.9,-2.2,3.2,CCOC(=O)/C(=C/c1c(C)n(C)c2ccc([N+](=O)[O-])cc12)C(C)=O
-1.9,0.0,-0.1,-0.2,-7.6,2.3,-1.0,-10.7,-12.0,-0.5,Cc1ccc(C(=O)Oc2cc(-c3ccccc3)no2)cc1
-1.4,-1.2,-0.2,-0.2,-15.3,2.3,-0.3,5.8,-2.5,-1.5,COc1ccc(C(=O)NNC(=O)Cc2nc3ccccc3n2C)cc1

Compound activity from PubChem.
